Assay outcomes: PubChem, National Center for Advancing Translational Sciences (NCATS)
Gal4-VP16 FLuc = counter-screen for ROR gamma inhibitors: Gal4-VP16 reporter. 3.5% of 310,000 active. AID 2546. Drosophila S2 Gal4-VP16 UAS-luciferase, luminescence, 20 h. Potency, µM (highest dose often 53.6 µM), inactives show at the top dose activity, negative = inhibition, usual class: inhibitors;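 further: Gal4-VP16 expression switched on by copper sulfate through the metallothionein promoter; on the % scale 0 is the no-effect control and ±100 the full control effect; nearly all actives have a fitted effect of over 50% in size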
RORg inh = ROR gamma (mouse) transcription inhibition; 5.4% of 310,000 active; Potency, µM (doses to about 53.6 µM), for inactives: at the top dose activity change, negative = inhibition, hits mostly inhibitors; Drosophila S2 Gal4-RORgamma UAS-luciferase reporter, 20 h; P51450; further: on the % scale 0 is the no-effect control and ±100 the full control effect; nearly all actives have a fitted effect of over 60% in size
Target sequence (P51450 whole entry, looked up, the tested form may be a part): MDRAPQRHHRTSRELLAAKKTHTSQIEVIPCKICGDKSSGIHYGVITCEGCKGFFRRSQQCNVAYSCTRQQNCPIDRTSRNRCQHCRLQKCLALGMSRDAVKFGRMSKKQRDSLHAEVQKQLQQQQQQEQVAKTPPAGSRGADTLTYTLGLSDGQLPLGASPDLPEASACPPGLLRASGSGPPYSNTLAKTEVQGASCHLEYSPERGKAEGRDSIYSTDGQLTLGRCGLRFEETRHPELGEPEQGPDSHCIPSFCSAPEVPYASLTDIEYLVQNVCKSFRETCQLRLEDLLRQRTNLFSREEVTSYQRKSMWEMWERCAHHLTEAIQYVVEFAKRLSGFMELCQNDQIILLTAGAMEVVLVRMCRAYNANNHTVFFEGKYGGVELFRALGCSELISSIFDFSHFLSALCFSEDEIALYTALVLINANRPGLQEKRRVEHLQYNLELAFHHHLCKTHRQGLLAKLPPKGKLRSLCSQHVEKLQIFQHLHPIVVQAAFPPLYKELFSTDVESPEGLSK
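Drosophila S2 cells stably expressing Gal4-DBD/mouse RORγ fusion under metallothionein promoter plus UAS-luciferase; compound 1 h, then 700 uM CuSO4 induction for 20 h at ambient temperature; inhibition read as reduced luminescence.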
p53 reactivation = mutant p53 re-activation in reporter cells. H1299 p53-A138V BP100-luciferase reporter, luminescence, 24 h. Potency, µM (doses to about 92.2 µM), for inactives: top-dose activity change, positive = activation, actives largely listed as activators. 0.063% of 320,000 active. AID 504706; further: % of control where 0% means no effect; nearly all actives have a fitted effect of over 45% in size
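H1299 (p53-null), stable ts p53-A138V + BP100-Luc; 1000 cells/well, Opti-MEM/10% FBS; cpd 4 pt, 1:5; 24 h, 37 deg C, 5% CO2; detection reagent 10 min RT; luminescence.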
uPA generation = blocks generation of uPA at the cell surface; cell surface uPA generation assay, qHTS; Potency, µM (highest dose often 38.3 µM), without a hit: at the top dose activity change, negative = inhibition, most hits filed as inhibitors; 0.31% of 330,000 active; AID 540303; active means well fitted inhibition curve with a large enough effect; inconclusive means small, poorly fitted or top-dose-only effect; inactive means no such curve, though single readings can be large or run the other way; tested in mouse RAW 264.7 cells; further: on the % scale 0 is the no-effect control and ±100 the full control effect; nearly all actives have a fitted effect of over 55% in size
ELG1 genotox = genotoxicity induction in ELG1-luciferase HEK293T cells. 1.3% of 330,000 active. HEK293T ELG1-luciferase reporter, luminescence, 16 h. Potency, µM (top dose mostly 46 µM), without a hit: at the top dose activity change, positive = activation, hits mostly activators. AID 504466; further: % of control where 0% means no effect; nearly all actives have a fitted effect of over 60% in size
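Cells (2,000/well) expressing the ELG1-luciferase fusion are dosed by pin tool and kept 16 hr at 37 °C, 5% CO2. Signal comes from ONE-Glo luciferase reagent after 30 min at room temperature.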
MBNL1 CUG block = MBNL1-poly(CUG) RNA binding inhibition | Potency, µM (highest dose often 57.5 µM), without a hit: at the top dose activity change, negative = inhibition, actives largely listed as inhibitors | 0.036% of 280,000 active | TR-FRET MBNL1-His/biotin-(CUG)12 binding, 665/545 ratio | AID 2675; active means well fitted inhibition curve with a large enough effect in the signal ratio, with a control signal flat, not every such curve was filed as active; inconclusive means small, poorly fitted or top-dose-only effect, or effect the other way, or a change in a side signal; inactive means no such curve, though single readings can be large or run the other way; the % refers to the signal ratio; further: on the % scale 0 is the no-effect control and ±100 the full control effect
Target sequence (Q9NR56 whole entry, looked up): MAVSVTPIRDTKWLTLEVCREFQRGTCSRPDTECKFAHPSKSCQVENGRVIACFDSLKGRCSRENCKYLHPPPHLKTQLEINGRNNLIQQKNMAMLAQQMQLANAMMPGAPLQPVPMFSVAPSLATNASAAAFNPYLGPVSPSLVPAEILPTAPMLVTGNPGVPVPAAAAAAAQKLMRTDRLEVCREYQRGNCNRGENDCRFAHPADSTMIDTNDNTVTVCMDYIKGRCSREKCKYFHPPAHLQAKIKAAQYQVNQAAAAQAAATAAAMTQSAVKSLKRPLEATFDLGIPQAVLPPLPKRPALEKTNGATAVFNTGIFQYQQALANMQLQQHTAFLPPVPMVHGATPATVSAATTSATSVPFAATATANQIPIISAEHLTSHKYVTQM
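Compound titration spanned 92 nM–58 uM against the MBNL1-His/biotin-(CUG)12 complex. After 60 min at room temperature with 5 nM streptavidin-XL665 and 0.055 ng/ul terbium anti-His, ratiometric 665/545 nm emission (Ex 340 nm) normalized to controls.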
Rab9 prom act = activates the Rab9 promoter; Huh7 Rab9 promoter-luciferase reporter, luminescence, 24 h; 2.8% of 320,000 active; Potency, µM (doses to about 9.22 µM), inactives show top-dose activation, negative = inhibition, actives largely listed as activators; further: % of control where 0% means no effect; nearly all actives have a fitted effect of over 60% in size
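Stable Rab9-luc Huh7, 1500 cells/well, 2 h settle; cmpd in DMSO, 24 h, 37 °C/5% CO2; luciferase reagent 10 min RT; luminescence.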
BRCA1 expr act = BRCA1 expression activation. MCF7-BRCA1-FFLuc reporter, luminescence, 48 h; response scale: scaled: vehicle 0%, 10 µM genistein 100%. Potency, µM (doses to about 46.1 µM), for inactives: top-dose activation, hits mostly activators. 1.1% of 380,000 active. AID 624202; further: nearly all actives have a fitted effect of over 80% in size; some results filed as inactive show a strong effect at the top dose
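48 h compound treatment of MCF7-BRCA1-FFLuc cells (phenol-red free MEM, 37 °C), then 15 min with luciferase substrate and luminescence imaging.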
FLuc counter = counter-screen for miR-21 project: firefly luciferase inhibitors or activators; purified FLuc, Km substrates, luminescence inhibition; Potency, µM (doses to about 57.5 µM), inactives show top-dose activity change, negative = inhibition, usual class: inhibitors; 6.9% of 360,000 active; AID 588342;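 further: plate controls were vehicle for no effect and reference inhibitor for full effect; nearly all actives have a fitted effect of over 55% in size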
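Purified P. pyralis luciferase, 10 nM final, with Km-level 10 uM D-luciferin and 10 uM ATP in 50 mM Tris acetate pH 7.5, 10 mM Mg acetate, 0.01% Tween-20, 0.05% BSA; 6-point qHTS titration about 60 µM downward; luminescence read.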
NPC1 prom act = activates the NPC1 promoter | Huh7 NPC1 promoter luciferase reporter, 24 h | Potency, µM (highest dose often 9.22 µM), without a hit: at the highest dose activation, most hits filed as activators | 2.4% of 320,000 active;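 further: % of control where 0% means no effect; nearly all actives have a fitted effect of over 60% in size; reporter is driven by a mutant NPC1 promoter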
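Quantitative HTS used a cell-based reporter: Huh7 cells stably bearing the NPC1 promoter upstream of luciferase were treated with compounds for 24 h, and promoter activation was read as luminescence.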
An asterisk follows results filed as active; [ ] = another dose, or the depositor's remark. Unless noted, the call rests on the fitted dose curve; in most records, active means well fitted curve in the direction sought with a large enough effect; inconclusive means small, poorly fitted or top-dose-only effect, or another doubt; inactive means no such curve, though single readings can be large; an effect the other way counts as inactive or inconclusive. Potency means the concentration at half of the fitted maximal effect.

For CCOc1ccc(OCC)c(NC(=O)CSc2nnnn2CC)c1 the results were Gal4-VP16 FLuc 0%, RORg inh 38%, p53 reactivation -6%, uPA generation -2%, ELG1 genotox -1%, MBNL1 CUG block -2%, Rab9 prom act -3%, BRCA1 expr act 10%, FLuc counter 2% and NPC1 prom act -2%.
Cc1ccc(-n2nnnc2-c2cnc(-c3cccnc3)nc2C(F)(F)F)cc1 was read as Gal4-VP16 FLuc inconclusive, RORg inh inconclusive, p53 reactivation -3%, uPA generation -2%, ELG1 genotox -12%, MBNL1 CUG block 1%, Rab9 prom act -8%, BRCA1 expr act -62%, FLuc counter 0% and NPC1 prom act -2%.
`OC(CNCc1cccnc1)COc1ccc2ccccc2c1` (stereo unspecified) gave Gal4-VP16 FLuc 1%, RORg inh -14%, p53 reactivation inconclusive, uPA generation -3%, ELG1 genotox -8%, MBNL1 CUG block 0%, Rab9 prom act -1%, BRCA1 expr act 9%, FLuc counter 6% and NPC1 prom act 0%.
`CCCc1nc2c(nnn2Cc2ccccc2F)c(=O)[nH]1` gave Gal4-VP16 FLuc -3%, RORg inh 0%, p53 reactivation -4%, uPA generation 5%, ELG1 genotox 6%, MBNL1 CUG block -2%, Rab9 prom act -6%, BRCA1 expr act 10%, FLuc counter -1% and NPC1 prom act 1%.
For Cc1ccc(-c2nc(C#N)c(N3CCC(C)CC3)o2)cc1 the results were Gal4-VP16 FLuc -18%, RORg inh -34%, p53 reactivation 14%, uPA generation 4%, ELG1 genotox 3%, MBNL1 CUG block -8%, Rab9 prom act 0.1µM*, BRCA1 expr act 57%, FLuc counter inconclusive and NPC1 prom act inconclusive.
`CCC(=O)Nc1ccc2c(c1)nc(CCN1CCN(c3ccccn3)CC1)n2C` gave Gal4-VP16 FLuc 1%, RORg inh 31%, p53 reactivation -4%, uPA generation 5%, ELG1 genotox -2%, MBNL1 CUG block 0%, Rab9 prom act -1%, BRCA1 expr act -21%, FLuc counter 0% and NPC1 prom act -11%.
c1ccc(CSc2nnc3ccc(-c4ccco4)nn23)nc1 was read as Gal4-VP16 FLuc inconclusive, RORg inh 16%, p53 reactivation 22%, uPA generation -4%, ELG1 genotox -5%, MBNL1 CUG block inconclusive, Rab9 prom act 6%, BRCA1 expr act 2%, FLuc counter -11% and NPC1 prom act 17%.
`CC1CCCCC1NC(=O)C1CCN(S(=O)(=O)c2cccc3nsnc23)CC1` (stereo unspecified) gave Gal4-VP16 FLuc -2%, RORg inh 2%, p53 reactivation 0%, uPA generation 6%, ELG1 genotox 2%, MBNL1 CUG block 14%, Rab9 prom act -6%, BRCA1 expr act 5%, FLuc counter 5% and NPC1 prom act 1%.
Screening CCOc1ccccc1NC(=O)CNC(=O)N1CC(=O)Nc2ccccc21 returned Gal4-VP16 FLuc -7%, RORg inh 9%, p53 reactivation -2%, uPA generation 11%, ELG1 genotox 0%, MBNL1 CUG block -1%, Rab9 prom act 16%, BRCA1 expr act -57%, FLuc counter -1% and NPC1 prom act -6%.
`O=C(CN(Cc1ccccc1)C1=NCCS1)c1ccccc1` gave Gal4-VP16 FLuc 0%, RORg inh -40%, p53 reactivation -1%, uPA generation 9%, ELG1 genotox -1%, MBNL1 CUG block 2%, Rab9 prom act -3%, BRCA1 expr act -1%, FLuc counter 0% and NPC1 prom act -3%.
Cc1ccc(OCc2nnc(N)s2)cc1 was read as Gal4-VP16 FLuc 5%, RORg inh 1%, p53 reactivation 5%, uPA generation -1%, ELG1 genotox 14%, MBNL1 CUG block 6%, Rab9 prom act 27%, BRCA1 expr act 67%, FLuc counter inconclusive and NPC1 prom act 10%.
O=C(CSc1nnnn1-c1cccnc1)Nc1cccc(Cl)c1 was read as Gal4-VP16 FLuc 7%, RORg inh -5%, p53 reactivation -5%, uPA generation 1%, ELG1 genotox -6%, MBNL1 CUG block -4%, Rab9 prom act -5%, BRCA1 expr act -16%, FLuc counter -4% and NPC1 prom act -6%.

Ordered by formula weight (low to high): three of the compounds above.
c1ccc(CSc2nnc3ccc(-c4ccco4)nn23)nc1 was read as Gal4-VP16 FLuc inconclusive, RORg inh 16%, p53 reactivation 22%, uPA generation -4%, ELG1 genotox -5%, MBNL1 CUG block inconclusive, Rab9 prom act 6%, BRCA1 expr act 2%, FLuc counter -11% and NPC1 prom act 17%.
Screening CCOc1ccccc1NC(=O)CNC(=O)N1CC(=O)Nc2ccccc21 returned Gal4-VP16 FLuc -7%, RORg inh 9%, p53 reactivation -2%, uPA generation 11%, ELG1 genotox 0%, MBNL1 CUG block -1%, Rab9 prom act 16%, BRCA1 expr act -57%, FLuc counter -1% and NPC1 prom act -6%.
`CCC(=O)Nc1ccc2c(c1)nc(CCN1CCN(c3ccccn3)CC1)n2C` gave Gal4-VP16 FLuc 1%, RORg inh 31%, p53 reactivation -4%, uPA generation 5%, ELG1 genotox -2%, MBNL1 CUG block 0%, Rab9 prom act -1%, BRCA1 expr act -21%, FLuc counter 0% and NPC1 prom act -11%.

More entries:
Screening CCC(=O)NCc1cc(-c2nn(C)c(=O)c3ccccc23)ccc1C returned Gal4-VP16 FLuc -2%, RORg inh -12%, p53 reactivation -1%, uPA generation -1%, ELG1 genotox 15%, MBNL1 CUG block -1%, Rab9 prom act 2%, BRCA1 expr act -36%, FLuc counter -1% and NPC1 prom act -3%.
Screening CC(=O)c1ccc(N2CCN(C(=S)Nc3ccccc3F)CC2)cc1 returned Gal4-VP16 FLuc -11%, RORg inh 34%, p53 reactivation -16%, uPA generation -4%, ELG1 genotox 8%, MBNL1 CUG block 71%[activator], Rab9 prom act 1%, BRCA1 expr act -7%, FLuc counter -1% and NPC1 prom act 1%.
CC1(C)Cc2c(cnn2-c2ccc(F)cc2)C(NC(=O)c2ccco2)C1 (stereo unspecified) was read as Gal4-VP16 FLuc -8%, RORg inh 1%, p53 reactivation 1%, uPA generation 7%, ELG1 genotox 3%, MBNL1 CUG block 1%, Rab9 prom act 5%, BRCA1 expr act -18%, FLuc counter -2% and NPC1 prom act -9%.
COc1cc2oc(=O)cc(-c3cccc(-c4cccc(C)c4)c3)c2c(OC)c1OC was read as Gal4-VP16 FLuc -4%, RORg inh 10%, p53 reactivation 6%, uPA generation 12%, ELG1 genotox -7% and BRCA1 expr act -28%.
Screening O=C(/C=C/c1ccc(Cl)c(Cl)c1)NCc1ccco1 returned Gal4-VP16 FLuc -5%, RORg inh inconclusive, p53 reactivation 1%, uPA generation -3%, ELG1 genotox 8%, MBNL1 CUG block 11%, Rab9 prom act -1%, BRCA1 expr act 53%, FLuc counter inconclusive and NPC1 prom act -4%.
Screening COc1ccc(Nc2nc(C(=O)NCc3ccco3)cs2)cc1 returned Gal4-VP16 FLuc -8%, RORg inh inconclusive, p53 reactivation 3%, uPA generation -17%, ELG1 genotox -3%, MBNL1 CUG block -5%, Rab9 prom act -6%, BRCA1 expr act 17%, FLuc counter inconclusive and NPC1 prom act -3%.
For Cc1ccc2c(C)c(C(=O)N3CCN(c4ncccn4)CC3)oc2c1C the results were uPA generation 1%, ELG1 genotox 0%, MBNL1 CUG block 1%, Rab9 prom act 9%, BRCA1 expr act -34%, FLuc counter inconclusive and NPC1 prom act -2%.
`Cc1ccc(NC(=O)c2ccc(N3CCCC3=O)cc2)cc1S(=O)(=O)N1CCCCC1` gave p53 reactivation -3%, uPA generation 1%, ELG1 genotox -3%, Rab9 prom act -5%, BRCA1 expr act -3%, FLuc counter 7% and NPC1 prom act -10%.
`CCc1ccccc1NC(=O)C(Cc1cccc(OC)c1OC)c1nn[nH]n1` (stereo unspecified) gave Gal4-VP16 FLuc 18%, RORg inh -30%, p53 reactivation -1%, uPA generation -12%, ELG1 genotox -3%, MBNL1 CUG block 2%, Rab9 prom act 11%, BRCA1 expr act -12%, FLuc counter 0% and NPC1 prom act 2%.
For CCOc1ccc(NC(=O)Nc2cc(C(C)C)c(O)cc2C)cc1 the results were Gal4-VP16 FLuc 2%, RORg inh 33%, p53 reactivation 2%, uPA generation 3%, ELG1 genotox -5%, MBNL1 CUG block -1%, Rab9 prom act -5%, BRCA1 expr act 4%, FLuc counter -10% and NPC1 prom act 1%.
`O=C1[C@H]2CC3CCC2(O3)[C@@H]2OCCCN12` (stereo partly specified) gave p53 reactivation 2%, uPA generation 8%, ELG1 genotox -1%, Rab9 prom act -6%, BRCA1 expr act -5%, FLuc counter 9% and NPC1 prom act -1%.
For CCOC(=O)c1c(CN(CC)CC)n(-c2ccccc2)c2ccc(O)cc12 the results were Gal4-VP16 FLuc -5%, RORg inh 0%, p53 reactivation -5%, uPA generation 0%, ELG1 genotox -3%, MBNL1 CUG block -1%, Rab9 prom act 5%, BRCA1 expr act -35%, FLuc counter 1% and NPC1 prom act 0%.
`COc1ccc(-n2nc(C(=O)Nc3nc4ccc(OC)cc4s3)c3ccccc3c2=O)c(OC)c1` gave Gal4-VP16 FLuc 3%, RORg inh -8%, p53 reactivation 8%, ELG1 genotox 8%, Rab9 prom act 0%, FLuc counter 5% and NPC1 prom act -6%.
O=C(CCN=C1NS(=O)(=O)c2ccccc21)OCC(=O)c1ccccc1Cl was read as p53 reactivation 8%, uPA generation 7%, ELG1 genotox 13%, Rab9 prom act -3%, BRCA1 expr act -1%, FLuc counter inconclusive and NPC1 prom act 3%.
